# Assay outcomes as filed in PubChem BioAssay.
# Tn6 DDE FP: DD(E)-Tn6 binding inhibition, primary FP screen; P02675; Fibrin DD(E) TRITC-Tn6 fluorescence polarization displacement; inhibition, % at 8.3 µM; 0.21% of 370,000 active;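 active means inhibition above a per-campaign cutoff: mean of compounds within control limits plus 3 SD, cut at about 15% in these data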;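 further: 0% = median of all compound wells on the plate and 100% = blocking peptide control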
# ASAP1 GAP inh: inhibitors of human ASAP1 ArfGAP activity | inhibition, % at 16.5 µM | AID 624377 | ASAP1-stimulated ARF1 GTP hydrolysis, GDP FP detection | Q9ULH1 | 0.19% of 360,000 active; in the data active means inhibition above about 25%;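 further: 0% = vehicle with enzyme and substrate and 100% = no enzyme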
# Target sequence (Q9ULH1 325-724 limits assumed): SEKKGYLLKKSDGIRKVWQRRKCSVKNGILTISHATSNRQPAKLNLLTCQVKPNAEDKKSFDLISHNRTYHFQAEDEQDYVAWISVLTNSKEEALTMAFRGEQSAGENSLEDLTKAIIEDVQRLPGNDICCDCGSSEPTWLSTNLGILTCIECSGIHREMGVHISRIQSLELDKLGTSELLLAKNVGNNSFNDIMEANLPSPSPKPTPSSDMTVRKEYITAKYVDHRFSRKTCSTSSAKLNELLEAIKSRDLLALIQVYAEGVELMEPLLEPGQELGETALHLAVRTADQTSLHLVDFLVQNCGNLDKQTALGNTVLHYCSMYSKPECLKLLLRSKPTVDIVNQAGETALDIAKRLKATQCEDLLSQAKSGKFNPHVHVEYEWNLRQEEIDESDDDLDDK
# PLCg1 inh: blocks human PLC-gamma1 enzyme activity; P19174; purified PLC-gamma1, fluorogenic substrate, fluorescence; inhibition, % at 12.2 µM; 0.84% of 370,000 active; in the data active means inhibition above about 9.5%
# DDE Tn7 FP inh: disrupts Tn7 cyclic peptide binding to fibrin D-Dimer-E complex; AID 720508; 0.13% of 370,000 active; inhibition, % at 8.3 µM; FP displacement of FITC-Tn7 peptide from fibrin DD(E); 0% = median of compound wells per plate;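 active means inhibition above the mean of compounds falling within the control limits plus 3 SD of them, cut at about 14% in these data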;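 further: 0% = plate median of compound wells and 100% = 10 µM Aha-Tn7 peptide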
#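 Test system: human clot-derived fibrin DD(E) complex / Quantity: 2 µM final DD(E) protein / Incubation: 10 min plus 3 h, room temperature / Measured by: fluorescence polarization / Benchmarks: high control of 10 µM Aha-Tn7 peptide / Replicates: singlicate testing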
# proKLK7 act: activators of human kallikrein-7 zymogen; 0.9% of 370,000 active; purified proKLK7, EDANS-DABCYL substrate fluorescence; 100% is mature enzyme control, 0% vehicle; P49862; activation, % at 7 µM;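 active means activation above the mean of all tested compounds plus 3 SD, computed per campaign excluding outliers beyond control limits, cut at about 13% in these data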
# Target sequence (P49862 whole entry, looked up): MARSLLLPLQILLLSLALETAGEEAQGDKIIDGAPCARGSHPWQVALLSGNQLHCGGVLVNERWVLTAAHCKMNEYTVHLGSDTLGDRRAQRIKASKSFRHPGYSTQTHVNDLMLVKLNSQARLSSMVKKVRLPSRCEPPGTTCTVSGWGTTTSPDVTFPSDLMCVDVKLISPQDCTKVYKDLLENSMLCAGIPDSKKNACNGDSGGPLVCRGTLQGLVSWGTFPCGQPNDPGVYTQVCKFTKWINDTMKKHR
# ADAM10 inh: ADAM10 inhibition, QFRET primary screen; recombinant ADAM10, EDANS/DABCYL FRET peptide cleavage, 3 h; inhibition, % at 7 µM; 0.62% of 370,000 active;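 active means inhibition above a per-campaign cutoff equal to the mean of compounds falling between control-based bounds plus 3 SD, cut at about 20% in these data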;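 further: 0% = DMSO wells while the 100% control is not disclosed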
# ADAM17 inh: inhibits human ADAM17. inhibition, % at 6.95 µM. P78536. 0.83% of 370,000 active. AID 720648. recombinant ADAM17, EDANS/DABCYL FRET peptide cleavage;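 active means inhibition above the mean of compounds lying between control limits plus 3 SD, set per campaign, cut at about 8.5% in these data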;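 further: 0% = DMSO-only wells as the low control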
# TDP2 absorb: blocks human TDP2 phosphodiesterase activity | recombinant TDP2, T5PNP hydrolysis, p-nitrophenol absorbance 415 nm | 0.34% of 370,000 active | O95551 | inhibition, % at 12.8 µM;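 active means inhibition above the mean of all tested compounds plus 3 SD, set per campaign, cut at about 25% in these data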;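 further: 0% = DMSO with enzyme and 100% = buffer with substrate but no TDP2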
# Target sequence (O95551 whole entry, looked up): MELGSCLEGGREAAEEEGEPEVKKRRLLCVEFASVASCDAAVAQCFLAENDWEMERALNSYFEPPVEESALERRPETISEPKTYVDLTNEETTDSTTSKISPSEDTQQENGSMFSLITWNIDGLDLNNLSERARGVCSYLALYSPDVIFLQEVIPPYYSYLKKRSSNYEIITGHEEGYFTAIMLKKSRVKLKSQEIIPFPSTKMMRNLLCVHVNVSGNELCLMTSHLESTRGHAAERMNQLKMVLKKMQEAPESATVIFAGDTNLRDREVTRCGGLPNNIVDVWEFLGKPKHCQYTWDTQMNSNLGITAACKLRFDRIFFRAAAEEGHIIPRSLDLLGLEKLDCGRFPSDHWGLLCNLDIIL
#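 Assay system: recombinant human TDP2 / Reagent: T5PNP substrate at 5 mM, a TopII-DNA adduct mimic / Measured by: epi absorbance from released p-nitrophenol / Evaluation: % inhibition relative to enzyme-containing and enzyme-free wells / Control set: enzyme-free and DMSO wells / Replicates: each compound tested once, singlicate / Schedule: enzyme reaction with compound for 2 h at 37 °C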
# ARFGAP1 inh: inhibits rat ARF GTPase activating protein 1 | Arfgap1-stimulated ARF1 GTP hydrolysis, GDP FP detection | Q62848 | inhibition, % at 16.5 µM | 0.26% of 360,000 active;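 active means inhibition above a per-plate limit, mean inhibition of low control wells plus 3 SD, cut at about 25% in these data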;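 further: 0% = DMSO wells with enzyme and 100% = wells lacking Arfgap1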
#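 Material: truncated rat Arfgap1 GAP domain; Incubation: compound-enzyme preincubation 20 min, reaction 120 min, detection 60 min, 25 °C; Read-out: percent inhibition of Arfgap1-stimulated GTP hydrolysis; Technique: FP, GDP Alexa 633 tracer displaced from anti-GDP antibody, 620/688 nm; Controls: No-Arfgap1 wells (100%) versus DMSO full-reaction wells (0%); Replication: single well per compound.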
# LEDGF integ inh: blocks HIV-1 LEDGF/p75-dependent DNA integration. 0.64% of 370,000 active. TR-FRET IN-LEDGF/p75 DNA integration, Eu/Cy5. AID 743269. inhibition, % at 3.7 µM;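 active means inhibition above the screen-wide mean plus 3 SD, cut at about 13% in these data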;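 further: signal is the Cy5 over europium emission ratio at 671 and 618 nm; 0% = plate median of compound wells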
# Active calls of the source: *; / = not tested or not shown.
canonical_smiles	Tn6 DDE FP	ASAP1 GAP inh	PLCg1 inh	DDE Tn7 FP inh	proKLK7 act	ADAM10 inh	ADAM17 inh	TDP2 absorb	ARFGAP1 inh	LEDGF integ inh
Cc1nc(NC(N)=S)sc1C(=O)Nc1ccccc1	-2.3	-6.4	0.3	-14.4	0.6	1.2	2.2	8.7	-0.5	1.1
CC(=O)Nc1nc(=S)n(-c2ccccc2)[nH]1	-0.1	1.2	-2.0	-0.2	-0.1	-3.6	-5.5	12.0	1.0	0.0
CC(C)(C)OC(=O)NCc1ccc(NC(=O)c2nc[nH]c2C(=O)N[C@@H](Cc2ccccc2)C(=O)OC(C)(C)C)cc1	-0.4	12.0	-2.2	0.8	-5.5	17.4	8.9*	-7.1	18.2	-1.5
CCc1nc2sc3ccccc3c(=O)c2c(=O)n1Cc1ccco1	3.4	-2.7	-4.1	-6.6	-0.2	1.1	1.9	5.9	-12.8	7.6
Cc1ccc(OCCn2cc(C=O)c3ccccc32)cc1	1.6	-5.8	1.2	4.2	-0.7	6.7	-1.3	-7.5	5.3	-2.1
COc1ccc(C(C)=O)cc1COC(=O)CNC(=O)c1ccccc1F	-0.5	-11.6	0.8	5.2	0.3	-4.5	-2.3	12.4	11.0	1.8
COC(=O)[C@H](CC(C)C)N1Cc2nnn(CC3CCCCC3)c2-c2ccccc2S1(=O)=O	-0.5	/	0.3	-4.7	0.8	4.3	0.0	0.3	/	-1.3
CC(=O)Nc1ccc(/C=N/N2C(=O)NC(C)(c3ccc(OC(F)F)cc3)C2=O)cc1 (stereo not drawn)	1.7	1.7	1.7	5.5	0.3	-0.5	-1.6	10.7	-1.2	1.0
Cc1cc(NC(=O)Cn2nc(C(F)(F)F)c3c2CCC3)n(-c2ccccc2)n1	12.2	-7.4	-0.2	4.1	0.4	0.2	0.7	-1.1	1.7	-0.8
COc1ccc(-c2ccc3ccccc3n2)cc1	-1.5	11.7	-79.7	0.3	0.0	-499.5	-188.6	-3.5	-6.3	2.6
CCc1nc(Nc2ccc(F)cc2)c2oc3ccccc3c2n1	-5.3	16.2	-96.0	-1.3	-0.4	-28.3	-12.7	1.8	-9.0	5.9
c1csc(CNCCCN2CCOCC2)c1	-10.5	-6.7	1.8	5.8	-0.1	0.7	0.5	1.7	-9.2	-0.6
CCCNC(=O)C(Cc1ccccc1)NC(=O)c1ccc(-c2ccccc2)cc1 (stereo not drawn)	4.8	-1.9	3.4	-2.7	0.0	-0.3	0.6	0.1	8.6	1.1
CC(C)COc1ccc(CN=C(N)N=C(N)N)cc1Cl	-3.3	2.1	9.4	-3.6	0.3	2.8	0.1	-2.8	18.1	-3.7
Cc1cc(=O)n2nc(N3CCCC(C(=O)NC(C)c4ccccc4)C3)sc2n1 (stereo not drawn)	-1.2	8.9	3.1	-4.4	-1.2	7.1	-0.8	-3.1	-3.9	-0.2
COc1ccc(NC(=O)COC(=O)C2CCCCC2)c([N+](=O)[O-])c1	-5.0	0.5	0.2	-5.3	0.5	7.2	0.8	-13.2	6.7	1.7
CCCOc1ccc(C(=O)Nc2ccc(N(C)C)cc2)cc1	-0.4	-1.6	-2.6	0.6	0.3	-4.5	-1.8	-0.8	-3.4	-4.0
O=C(NCCC(=O)N1CCNC1=O)OCc1ccccc1	-3.2	-2.2	0.2	-8.3	-0.8	3.5	1.8	-8.0	-2.4	3.2
CCCCCN(C(=O)CCC(=O)OCC(=O)c1c(C)cc(C)cc1C)c1c(N)n(CCCC)c(=O)[nH]c1=O	3.2	2.2	-0.4	-7.1	-0.8	-3.1	-1.5	5.3	12.2	-1.3
COc1cccc(/C=C2\Oc3cc(OC(=O)N4CCOCC4)ccc3C2=O)c1	0.2	15.8	-9.9	-7.6	0.8	-6.1	-3.0	-5.6	-2.1	0.0
CN(C)Cc1ccc(F)cc1Sc1cc(Cl)ccc1Cl	1.5	-0.7	-2.4	1.2	-0.8	-2.4	-3.0	0.0	-4.2	2.2
O=C(NNc1ccc([N+](=O)[O-])cc1)c1ccccc1Cl	1.1	0.2	2.1	6.0	-0.3	-0.5	0.8	5.0	3.2	3.4
CC(=O)Nc1ccc(NC(=S)NC(=O)c2cc3ccccc3o2)cc1	-1.8	-7.0	0.4	1.2	0.0	-7.5	-5.1	7.0	16.6	3.7
c1ccc2cc(OCCOCCOc3ccc4ccccc4c3)ccc2c1	2.1	1.1	-0.1	1.8	-0.2	-8.9	-3.6	6.9	9.9	-7.0
COc1ccc(-c2cc(C(=O)N/N=C(\C)c3cccnc3)c3cc(C)ccc3n2)cc1OC	1.1	-4.5	-123.6	0.6	0.4	-66.7	-25.4	-9.1	-3.4	0.2
CCOC(=O)CC(=O)CSc1ncnc2c1nnn2-c1ccc(F)cc1	-3.9	-2.4	-14.8	-2.4	0.1	0.8	-1.8	8.0	14.0	0.9
Cc1c(NC(=O)COc2ccccc2Cl)c(=O)n(-c2ccccc2)n1C	3.6	1.3	3.9	-3.5	-0.1	0.0	0.0	5.5	1.4	-0.3
COc1ccc(CCn2c(=N)c(C(=O)NC3CCCC3)cc3c(=O)n4cccc(C)c4nc32)cc1	-6.3	9.0	-19.2	3.6	-0.4	-58.6	-12.1	-9.5	-2.7	-6.3
Cc1ccccc1OCC(=O)N(Cc1cccc(F)c1)C1CCS(=O)(=O)C1 (stereo not drawn)	1.5	0.4	-1.1	-4.8	0.2	-7.9	-5.1	3.0	-2.1	3.6
O=C(NC1=NCCS1)c1ccc(Cl)c(S(=O)(=O)N2CCCCCC2)c1	-4.7	-9.2	3.8	2.3	-0.8	3.6	4.5	-1.8	-1.8	-3.4
COc1cccc(CNc2nc3cc(-c4ccsc4)sc3c(=O)n2C)c1OC	-11.5	4.6	-2.9	7.7	0.1	-20.0	-4.0	-5.5	-5.0	-1.1
CCCCN1CC(COCc2ccccc2)Oc2cccc(Oc3ccc(C)cc3)c2S1(=O)=O (stereo not drawn)	0.8	1.7	1.9	4.0	-1.0	-9.1	1.7	-8.6	-1.8	-2.3
CN1CCc2c(n(CC(O)CN3CCN(CCO)CC3)c3ccccc23)C1=O (stereo not drawn)	-2.5	-5.9	-13.5	-0.8	-0.4	-164.3	-47.3	9.1	0.3	-2.0
Cc1cc(C)c2nc(SCC(=O)Nc3ccc(S(=O)(=O)N4CCCC4)cc3)c(C)cc2c1	-6.7	0.6	1.5	9.2	-0.1	5.2	0.9	-1.0	2.6	-2.8
Fc1ccc(-c2nn(-c3ccccc3)cc2CNCc2ccccc2)cc1	1.7	-3.0	0.9	0.9	0.5	6.2	4.9	-9.0	7.8	-5.4
O=C(NCc1ccco1)c1cccc(NS(=O)(=O)c2cccc(F)c2)c1	-0.9	6.0	0.8	-1.0	0.4	-11.8	-5.2	3.0	-6.8	-1.0
O=C(NCCN1CCOCC1)c1ccccc1Oc1ccccc1	4.5	4.9	1.8	1.0	-0.3	-0.6	-0.9	6.8	-3.3	2.2
CCC(=O)Nc1ccc(NC(=S)NC(=O)c2oc3ccccc3c2C)cc1	4.7	-2.1	2.3	-3.9	-0.3	-2.7	2.2	4.1	3.5	-2.2
NC(=O)[C@H]1CC2(CC(c3cccc(NC(=O)[C@H]4CCC(=O)N4)c3)=NO2)CN1C(=O)c1ccccc1 (stereo partly drawn)	-2.5	-12.4	2.4	4.5	0.8	3.5	-3.7	1.2	0.5	5.6
CC(C)C(NC(=O)/C(=C/c1ccco1)NC(=O)c1ccc(Br)o1)C(=O)O (stereo not drawn)	1.0	-9.7	-10.5	6.7	0.1	-1.2	-7.1	5.3	-4.5	0.3

# Marked active in ADAM17 inh (from the list above):
canonical_smiles	Tn6 DDE FP	ASAP1 GAP inh	PLCg1 inh	DDE Tn7 FP inh	proKLK7 act	ADAM10 inh	ADAM17 inh	TDP2 absorb	ARFGAP1 inh	LEDGF integ inh
CC(C)(C)OC(=O)NCc1ccc(NC(=O)c2nc[nH]c2C(=O)N[C@@H](Cc2ccccc2)C(=O)OC(C)(C)C)cc1	-0.4	12.0	-2.2	0.8	-5.5	17.4	8.9*	-7.1	18.2	-1.5

# Continuation.
canonical_smiles	Tn6 DDE FP	ASAP1 GAP inh	PLCg1 inh	DDE Tn7 FP inh	proKLK7 act	ADAM10 inh	ADAM17 inh	TDP2 absorb	ARFGAP1 inh	LEDGF integ inh
O=C1CN(C(=O)NCC(=O)N[C@H](Cc2ccccc2)C(=O)O)c2ccccc2N1	3.6	-0.3	-2.6	6.8	-0.2	-12.1	0.5	5.0	-1.4	-0.1
Cc1ccc(S(=O)(=O)/C(C#N)=C/c2c(N3CC(C)OC(C)C3)nc3c(C)cccn3c2=O)cc1 (stereo not drawn)	2.2	-8.7	-4.7	-1.4	0.0	-6.8	-1.3	-1.1	4.4	3.8
CCc1nc2ccc(C(=O)N3CCN(C(=O)c4ccco4)CC3)cn2c1N(C)C(=O)Nc1ccccc1OC	0.2	1.6	-3.1	1.0	0.1	0.7	-1.3	-0.7	-8.1	-0.5
COc1ccc(OC)c(C(=O)c2oc3ccccc3c2NC(C)=O)c1	-5.4	7.0	-7.0	0.9	0.3	0.5	0.3	-8.9	17.8	3.7
COC(=O)N1CCc2c(sc(NC(=O)C3COc4ccccc4O3)c2C(N)=O)C1 (stereo not drawn)	-3.9	-3.2	-6.9	-3.3	-0.7	-13.7	-5.1	7.1	6.8	0.9
Cc1cc(OCc2ccc(C(=O)Nc3ccc(C(=O)O)cc3)o2)ccc1Cl	0.3	-1.6	4.7	2.3	0.4	9.9	1.5	-7.1	-13.6	0.0
CC1CN(c2ccnc3cc(Cl)ccc23)CC(C)O1 (stereo not drawn)	-1.9	4.5	-7.0	-2.8	0.2	-6.7	3.0	3.5	-3.5	2.3
CCOc1ccc(N(Cc2ccc(OC)cc2)C(=O)c2ccco2)cc1	4.8	7.5	-1.3	2.2	0.0	1.9	2.5	-5.6	-13.3	4.0
N#C/C(=C\c1ccc(O)cc1)C(=O)NCc1ccccc1	1.8	-4.0	-4.7	-1.8	0.2	-1.5	1.4	-5.9	-20.3	0.6
CCCNC(=O)C(CC)NC(=O)c1ccc(C#N)cc1 (stereo not drawn)	9.6	-0.1	-1.9	3.9	-1.1	-0.8	-1.8	-6.5	-0.5	-2.1
COCC(=O)N1CCC(Oc2ccc(C(=O)NC3CCOC(C)(C)C3)cc2)CC1 (stereo not drawn)	2.2	-11.2	-2.5	-1.6	-0.5	-3.5	-5.5	2.1	5.1	-3.1
